Compound activity as filed in PubChem BioAssay.
CHRM1 antagonist = human CHRM1 antagonism; P11229; CHO-K1 hM1, Fluo-8 calcium fluorescence, ACh EC80 antagonist; inhibition, % at 3 µM; 1.3% of 360,000 active;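 active means percent inhibition above its own plate's cutoff, namely the mean of that plate's compound wells plus 3 SD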;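 further: peak over basal fluorescence ratio during 140 s after agonist addition; 0% = ACh EC80 plus DMSO and 100% = DMSO alone without agonist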
Target sequence (P11229 whole entry, looked up): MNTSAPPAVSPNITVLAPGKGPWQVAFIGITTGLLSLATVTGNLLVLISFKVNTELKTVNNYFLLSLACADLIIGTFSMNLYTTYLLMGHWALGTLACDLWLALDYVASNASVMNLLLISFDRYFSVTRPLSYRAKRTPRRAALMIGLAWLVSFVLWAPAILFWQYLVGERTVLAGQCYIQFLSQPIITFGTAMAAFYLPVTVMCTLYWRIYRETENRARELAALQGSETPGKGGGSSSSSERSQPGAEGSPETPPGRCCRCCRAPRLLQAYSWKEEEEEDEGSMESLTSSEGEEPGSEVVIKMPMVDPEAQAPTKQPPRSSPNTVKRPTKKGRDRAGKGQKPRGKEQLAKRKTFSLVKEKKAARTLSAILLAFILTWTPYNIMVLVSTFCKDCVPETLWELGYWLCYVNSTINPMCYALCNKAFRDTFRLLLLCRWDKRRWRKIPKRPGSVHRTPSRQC
CHRM1 agonist = agonists of human M1 muscarinic receptor; CHO-K1 hM1, Fluo-8 calcium fluorescence, agonist mode; 0% DMSO, 100% acetylcholine EC100; activation, % at 3 µM; 0.33% of 360,000 active;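 active means activation above the run's mean compound activation plus 3 SD, cut at about 16% in these data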;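 further: peak over basal fluorescence ratio within a 140 s kinetic read after compound addition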
CHRM4 agonist = CHRM4 agonism in calcium assay; P08173; CHO-K1 hM4/Gqi5, Fluo-8 calcium fluorescence; vehicle 0%, full acetylcholine response 100%; activation, % at 3 µM; 0.14% of 360,000 active;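 active means activation above the run mean over all test wells plus 3 SD, cut at about 32% in these data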;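 further: peak over basal fluorescence ratio per well then scaled between controls; 0% = DMSO wells and 100% = acetylcholine at EC100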
Target sequence (P08173 whole entry, looked up): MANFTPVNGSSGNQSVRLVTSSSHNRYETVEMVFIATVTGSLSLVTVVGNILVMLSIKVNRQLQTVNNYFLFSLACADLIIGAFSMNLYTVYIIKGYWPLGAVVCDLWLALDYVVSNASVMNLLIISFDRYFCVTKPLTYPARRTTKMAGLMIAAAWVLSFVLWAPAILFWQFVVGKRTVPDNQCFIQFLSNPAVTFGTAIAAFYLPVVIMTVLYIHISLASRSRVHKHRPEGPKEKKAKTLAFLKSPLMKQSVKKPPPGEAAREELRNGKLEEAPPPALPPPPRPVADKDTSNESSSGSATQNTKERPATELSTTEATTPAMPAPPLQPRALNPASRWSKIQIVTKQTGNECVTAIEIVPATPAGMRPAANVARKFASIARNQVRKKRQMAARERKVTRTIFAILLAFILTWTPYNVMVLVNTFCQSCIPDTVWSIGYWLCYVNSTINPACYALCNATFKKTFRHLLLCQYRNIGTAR
TAAR1 agonist = agonists of human TAAR1 | Q96RJ0 | CHO RD-HGA16 TAAR1, Fluo-8 calcium fluorescence; vehicle wells 0%, saturating PEA agonist 100% | activation, % at 3 µM | 0.99% of 360,000 active;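 active means activation above the mean activation of all test compounds in the run plus 3 SD, cut at about 38% in these data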
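System: CHO-derived RD-HGA16 cells with stable Gα16 and human TAAR1 / Times: 17-24 h plating, Fluo-8 75 min 37 °C, 30 min RT / Technique: calcium-sensitive Fluo-8 signal, excitation 470-495, emission 515-575 nm / Measure: % activation relative to PEA EC100 response / Benchmarks: DMSO and PEA EC100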
M4 antag = blocks acetylcholine activation of human M4 receptor. 0.73% of 360,000 active. CHO-hM4 cells, ACh EC80, Fluo-8 calcium fluorescence. AID 624125. inhibition, % at 3 µM. P08173;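 active means inhibition above its plate's cutoff, the mean inhibition of sample wells plus 3 SD, cut at about 27% in these data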;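 further: 0% = acetylcholine EC80 with DMSO and 100% = DMSO without agonist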
M5 antag = blocks acetylcholine activation of human M5 receptor | CHO-hM5 cells, Fluo-8 calcium fluorescence, ACh EC80 | inhibition, % at 3 µM | 0.59% of 360,000 active;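 active means inhibition above a per-plate cutoff, the mean of that plate's test compounds plus 3 SD, cut at about 27% in these data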;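 further: 0% = acetylcholine EC80 with DMSO and 100% = DMSO without agonist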
CHRM5 PAM = positive allosteric modulators of human muscarinic M5 receptor. CHO-K1 hM5, Fluo-8 calcium, ACh EC20 PAM; 0% = ACh EC20, 100% = ACh EC100. activation, % at 3 µM. 0.3% of 360,000 active. AID 624038;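 active means activation above the run cutoff, the mean activation of all test compounds plus 3 SD, cut at about 18% in these data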
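System – CHO-K1 hM5 cells · Compound – 3 µM, single dose · Incubation – compound preincubation 140 s before EC20 acetylcholine addition · Technique – Fluo-8 calcium fluorescence · Measure – Max/basal fluorescence ratio as % of EC20–EC100 ACh window · Benchmarks – low control EC20 acetylcholine (0%), high control EC100 acetylcholine (100%) · Replication – singlicate, one well per test compound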
M1 PAM = potentiates human M1 receptor response to acetylcholine | activation, % at 3 µM | CHO-K1 hM1, Fluo-8 calcium fluorescence, ACh EC20; 0% = ACh EC20, 100% = maximal ACh | 0.088% of 360,000 active | P11229; in the data active means activation above about 19%, passing the limit was not always enough
M5 ag = CHRM5 agonism in calcium assay. P08912. CHO-K1 hM5 cells, Fluo-8 calcium fluorescence; 0% DMSO wells, 100% maximal acetylcholine response. activation, % at 3 µM. 0.19% of 360,000 active. AID 624037;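 active means activation above the run's mean over test compounds plus 3 SD, cut at about 23% in these data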;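 further: signal is peak over basal fluorescence ratio across the kinetic read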
Numbers without * were called inactive; . = not tested or not shown. Some of the compounds tested. The share of hits here may be higher or lower than overall.

SMILES	CHRM1 antagonist	CHRM1 agonist	CHRM4 agonist	TAAR1 agonist	M4 antag	M5 antag	CHRM5 PAM	M1 PAM	M5 ag
CCc1nc2c(OCCOc3ccccc3)cccn2c1N(C=O)Cc1ccc(OC)cc1	15.5	-6.9	3.1	0.3	3.9	16.1	-7.7	-8.3	-6.1
C/C(=N\N=C1\NC(=O)C(CC(=O)Nc2ccc(C)c(Cl)c2)S1)C(C)(C)C (centres undefined)	-5.5	-9.8	0.0	2.5	8.7	4.4	-2.3	1.1	-4.0
Cc1cc(NC(=O)CON=C(N)CC(=O)Nc2ccccc2Cl)ccc1Br	-13.3	-2.3	3.8	1.4	-8.5	0.7	-2.2	11.3	-0.8
N#Cc1c(N)nc2c(c1-c1ccccc1)CCC2	-6.8	-6.8	0.5	19.8	-8.4	3.7	-5.0	7.8	-4.9
OCc1cccc(-c2cnc3c(Nc4cccc(OC(F)(F)C(F)F)c4)nccn23)c1	7.5	1.3	9.3	4.7	4.5	9.6	-8.1	-5.2	2.0
CN1C(=O)C2C(c3ccc(N(C)C)cc3)NN(Cc3ccccc3)C2C1=O (centres undefined)	1.7	-1.2	0.0	6.3	-0.2	7.2	-1.3	2.8	-1.4
COc1ccccc1-c1cc(C(=O)O)c2c(=O)n(C)c(=O)n(Cc3ccccc3)c2n1	3.5	-3.8	2.5	1.5	1.2	7.6	1.6	7.7	-2.2
CCCCN(CCCC)CCNC(=O)CN1C(=O)COc2ccc(S(=O)(=O)N3CCOCC3)cc21	-2.6	-5.3	-0.4	0.3	0.6	-0.5	0.1	-0.7	-9.5
COc1ccc(NC(=O)CCCn2nc(C)c3c(C)n(-c4ccccc4)nc3c2=O)cc1OC	3.4	-5.7	0.0	-1.8	4.3	-11.9	11.2	-0.1	-5.6
CC(O)Cn1nc([N+](=O)[O-])nc1N (centres undefined)	-4.6	-1.7	0.4	4.0	2.6	8.3	0.3	-0.3	2.2
O=C(NC1CCCc2ccccc21)C1CCN(S(=O)(=O)c2cnc[nH]2)CC1 (centres undefined)	-25.2	-3.5	0.5	14.4	1.6	-2.7	2.8	6.7	0.4
Cc1sc2ncnc(NCCCn3ccnc3)c2c1C	7.1	-6.5	0.7	4.0	1.9	5.8	-5.9	-2.8	-3.7
CCCCC(=O)NCCc1cc2ccc(OC)cc2[nH]c1=O	-19.7	3.0	1.4	11.9	1.4	0.0	-3.4	7.1	1.9
CCOc1ccc(-c2c(=O)n(O)c3ccccc3[n+]2[O-])cc1	-7.5	0.2	2.9	-0.3	5.6	1.1	-3.2	4.6	-0.6
Fc1ccc(-n2nnc(-c3nccs3)n2)cc1	1.0	-6.0	0.6	-0.6	-3.1	11.3	2.8	2.4	-0.2
C/C(=N/Nc1nc(-c2ccccc2)c(CC(=O)O)s1)c1ccccc1	-3.4	-2.2	4.8	0.3	5.3	11.3	-18.5	-0.8	0.0
CC1=Nc2cc(C(=O)NCC3CCCO3)ccc2Sc2ccc(Br)cc21 (centres undefined)	-1.1	-3.1	5.3	3.5	7.4	10.8	-6.2	-2.6	0.4
CON(C)C(=O)CCC1CCCN1C(=O)OC(C)(C)C (centres undefined)	-20.4	-4.7	0.5	.	-6.3	3.3	-1.4	8.4	0.6
CC(c1nnc(SCC(=O)Nc2sccc2C#N)n1-c1ccc(Cl)cc1)N(C)C (centres undefined)	-10.4	-7.7	0.8	0.2	-7.1	-17.5	13.2	11.6	1.2
Cc1ccc(NC(=O)Cn2c(C)cc(C)c(C#N)c2=O)c(Cl)c1	-1.7	-5.1	0.0	11.1	-16.2	-10.9	2.2	-3.6	0.2
CC1CCN(c2ncnc3c2cnn3-c2ccccc2)CC1	-23.9	0.5	-0.2	3.3	3.3	1.3	-2.1	11.4	-0.3
COC(=O)c1cc(OC)c(OC)cc1NC(=S)N1CCCC1	2.4	-1.0	8.7	2.1	-6.2	1.4	-3.8	7.0	-1.0
COc1ccc(NC(=O)CSc2ccc3nnc(-c4cccnc4)n3n2)cc1	-9.2	0.0	0.6	5.4	-2.3	10.1	-3.1	3.5	-2.5
COc1ccc(-n2ncc3c2CC(C)(C)CC3NC(=O)CCc2c(C)nn(C)c2C)cc1 (centres undefined)	5.1	2.9	-0.3	-1.9	-0.4	2.4	-4.1	-0.3	-4.3
O=C(NNS(=O)(=O)c1ccccc1)c1cnn(-c2ccccc2)c1-n1cccc1	-2.2	0.1	1.2	18.4	5.9	2.7	-4.4	3.5	3.6
COCCn1cnc2c1c(=O)n(CC(=O)O)c(=O)n2Cc1ccccc1	6.9	-2.4	0.0	4.4	1.1	3.8	-1.2	-4.9	-1.7
C=CCN1C(=O)C(O)(CC(=O)c2ccccc2)c2ccccc21 (centres undefined)	-18.5	-1.3	1.1	5.7	-9.2	3.1	-3.8	7.5	-1.4
O=C(CCC(=O)Nc1ccc(F)cc1)N/N=C/c1cccnc1	-13.5	0.0	-0.5	4.7	-7.3	1.7	1.9	12.3	-2.6
CN1CCN(NS(=O)(=O)c2cccs2)CC1	2.1	-1.9	0.0	-2.1	18.5	-4.9	0.7	1.4	-4.4
CCCCCCSc1cc(-c2nc3cnccn3c2NCCCC)ccc1OC	5.7	-2.6	2.6	.	4.5	8.8	-7.1	-1.8	1.7
CC(C)Oc1cc(F)ccc1-c1cc(C(=O)Nc2ccc(F)cc2)[nH]n1	5.4	-3.5	9.2	1.4	-10.0	1.8	-11.8	-7.2	-3.2
CC(=O)c1cc(C)ccc1OC(=O)c1ccncc1	-10.8	2.5	-0.2	9.7	-0.7	3.2	0.0	14.5	-1.1
CCOc1cc2[nH]c(=S)n(CCCC(=O)NCc3ccco3)c(=O)c2cc1OCC	-1.2	-5.0	-1.1	.	0.2	4.8	-0.4	6.7	2.8
CCCCCc1ccc(OCCCC[n+]2ccccc2)c(CCCCC)c1	12.7	-13.8	-0.8	.	12.6	9.4	-14.7	-30.9	-10.4
COc1cccc(-n2c(Cc3cc(=O)[nH]c(=O)[nH]3)nnc2SCc2cccnc2)c1	-10.6	-2.3	1.1	2.3	-2.9	0.0	-0.8	3.4	2.1
COC(=O)C1=C(C)N(CC(C)C)C(=O)/C1=C\c1cccs1	2.7	-5.1	-0.8	8.8	-3.1	0.0	1.3	0.6	-1.1
O=C(CCn1c(=S)oc2ccccc21)NC1CCCCCC1	-15.5	-6.4	0.8	0.1	-8.0	-7.8	14.9	10.0	-0.5
Cc1sc2ncnc(SCC(=O)NC(=O)c3cccn3C)c2c1C	-5.2	-2.7	4.7	0.7	-4.5	4.5	-2.5	3.1	-1.7
O=C(NCc1cccnc1)c1cc(S(=O)(=O)N2CCCC2)c(Cl)cc1Cl	-8.6	-11.2	2.1	0.3	-6.5	6.1	-0.3	6.1	-3.8
Cc1ccccc1NS(=O)(=O)c1ccc(OCCNS(C)(=O)=O)cc1	-3.4	-5.3	0.7	2.0	-5.7	3.1	-3.4	0.1	-2.1
CCC1(OC(=O)CN(C)C)C(=O)OCc2c1cc1n(c2=O)Cc2cc3c(N)cccc3nc2-1 (centres undefined)	-17.7	0.0	1.2	.	-12.3	-0.8	1.1	5.1	-2.3
CC(C)c1ccc(NCCC(=O)c2ccc(Br)cc2)cc1	13.4	-3.4	0.0	1.7	5.1	2.9	0.3	-8.5	0.2
CC1=C(C(=O)N(C)C)CC(CC(=O)NC2CCCCC2)C(=O)N1Cc1ccccc1 (centres undefined)	-18.3	1.1	1.2	0.8	-18.8	-3.1	2.1	9.1	-0.1
CCN(CC)CCCN1C(=O)C(=O)/C(=C(/O)c2ccc(OC)cc2)C1c1ccco1 (centres undefined)	-12.3	-4.0	0.2	0.1	-7.5	-7.5	3.1	4.7	0.8
O=C(Nc1ncc(S(=O)(=O)c2ccc([N+](=O)[O-])cc2)s1)c1cccnc1	-6.5	11.9	8.8	24.9	-0.9	-1.0	-6.8	4.0	11.3
Cc1ccc(S(=O)(=O)NNC(=O)C2CC=CCC2C(=O)O)cc1 (centres undefined)	-1.7	-4.6	0.1	0.5	9.2	14.3	-4.8	0.3	-1.0
Cc1ccsc1/C=N/NC(=O)c1nnn(-c2nonc2N)c1-c1ccccc1	5.1	1.2	6.2	30.3	-25.4	7.7	-4.8	-2.2	4.2
O=C(Cc1ccccc1)NNC(=O)Nc1ccccc1	1.6	-1.3	0.2	0.5	-3.4	8.2	2.8	5.4	-0.7
CCC(=O)OCC(=O)Nc1cc(S(=O)(=O)N(C)C)ccc1Cl	-4.3	-1.9	2.0	0.4	6.0	5.0	2.5	7.3	1.3
O=C(N/N=C/c1ccc(OC(=O)c2ccccc2Cl)cc1)c1ccc(O)cc1	16.0	-1.1	16.3	10.1	6.7	-3.2	-11.5	-4.0	5.0
NC(=O)c1ccc(NCc2ccco2)c([N+](=O)[O-])c1	-37.9	-9.8	1.0	5.5	2.8	4.3	0.6	2.8	-7.2
Cc1cccc(NC(=S)NNC(=O)c2ccc(Br)o2)c1	2.3	2.4	1.1	2.1	4.7	-4.5	5.5	-2.4	0.5
Cc1ccc(NC(=O)CN2CCc3cc4c(cc3C2)OCCCO4)cc1	-10.8	-6.3	0.0	4.8	1.7	-3.7	0.3	7.9	-4.3
COc1ccc(S(=O)(=O)N(C)CC(=O)Nc2ccc(C(N)=O)cc2)cc1OC	-14.0	-0.3	0.6	1.2	-2.6	4.2	4.4	12.7	1.7
Cc1c2cnn(CC(=O)NCCN3CCOCC3)c(=O)c2c(C)n1Cc1ccc(F)cc1	-5.5	7.3	0.2	3.2	-12.1	2.4	-2.3	4.7	0.1
Cc1noc(C(=O)NCc2ccccc2)c1Cl	-6.6	4.1	1.4	-0.4	-19.3	-5.0	2.6	18.9	1.0
CCC(C)NC(=O)CSc1ccc(NC(C)=O)cc1 (centres undefined)	5.6	-3.7	0.2	0.5	-2.0	6.5	-5.5	4.2	-4.2
CN(C)c1ccc(-c2ccnc3c2CC(C)(C(=O)NCc2ccccc2)O3)cc1 (centres undefined)	9.1	-6.3	-1.0	2.7	1.0	3.4	-3.7	-9.3	-1.9
O=C(O)c1ccc(C2CCCCC2)cn1	-7.0	-1.8	0.3	0.0	5.2	-2.4	5.1	5.6	-6.0

Two of these compounds in another layout:
SMILES: NC(=O)c1ccc(NCc2ccco2)c([N+](=O)[O-])c1
  CHRM1 antagonist: -37.9	CHRM1 agonist: -9.8	CHRM4 agonist: 1.0	TAAR1 agonist: 5.5	M4 antag: 2.8	M5 antag: 4.3	CHRM5 PAM: 0.6	M1 PAM: 2.8	M5 ag: -7.2
SMILES: Cc1cccc(NC(=S)NNC(=O)c2ccc(Br)o2)c1
  CHRM1 antagonist: 2.3	CHRM1 agonist: 2.4	CHRM4 agonist: 1.1	TAAR1 agonist: 2.1	M4 antag: 4.7	M5 antag: -4.5	CHRM5 PAM: 5.5	M1 PAM: -2.4	M5 ag: 0.5

Quoted at random: two entries already listed
SMILES	CHRM1 antagonist	CHRM1 agonist	CHRM4 agonist	TAAR1 agonist	M4 antag	M5 antag	CHRM5 PAM	M1 PAM	M5 ag
Cc1cccc(NC(=S)NNC(=O)c2ccc(Br)o2)c1	2.3	2.4	1.1	2.1	4.7	-4.5	5.5	-2.4	0.5
Cc1c2cnn(CC(=O)NCCN3CCOCC3)c(=O)c2c(C)n1Cc1ccc(F)cc1	-5.5	7.3	0.2	3.2	-12.1	2.4	-2.3	4.7	0.1
